From PubChem
Nrf2 activator: qHTS of Nrf2 Activators; Potency, µM (doses to about 46.1 µM), for inactives: top-dose activation, actives largely listed as activators; actives 0.31% (n = 410,000); AREc32 ARE-luciferase reporter (MCF7-derived line), luminescence, 24 h; note: potency is the fitted concentration of half-maximal effect; % of control where 0% means no effect; nearly all actives have a fitted effect of over 65% in size
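ARE-driven firefly luciferase activity in AREc32 cells measured after a 24 hr compound exposure at 37 deg C, using Steady-Glo reagent and a 30 min room-temperature hold.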
Nrf2 inh: Nrf2 qHTS screen for inhibitors; A549 ARE-Fluc reporter, luciferase luminescence, 18-24 h; Potency, µM (doses to about 46 µM), inactives show at the highest dose activity change, negative = inhibition, most hits filed as inhibitors; actives 2.1% (n = 360,000); AID 504444, 2011; note: potency is the fitted concentration of half-maximal effect; % is set by controls: 0 for no effect and ±100 for the full control effect; nearly all actives have a fitted effect of over 60% in size
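A549 ARE_Fluc cells, 5000/well, 5% FBS OPTI-MEM; compounds in dose-response, 18-24 h at 37 °C/5% CO2; CellTiter-Fluor viability read (Ex 405/Em 525), then BugLite luciferase luminescence = Nrf2 activity.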
S2 tox: Viability Counterscreen for Primary qHTS for Inhibitors of ATXN expression | S2 cells (HEK-293 line with an ATXN2-luciferase reporter) viability, CellTiter-Fluor protease fluorescence, 24 h | Potency, µM (top dose mostly 56.7 µM), actives largely listed as cytotoxic | actives 0.49% (n = 400,000) | AID 651635, 2014; note: potency is the fitted concentration of half-maximal effect; nearly all actives have a fitted effect of over 40% in size
HepG2 viability: qHTS for Inhibitors of TGF-b: Cytotox Counterscreen; Potency, µM (series often up to 46.1 µM), for inactives: at the highest dose activity change, negative = cytotoxicity, most hits filed as cytotoxic; actives 0.76% (n = 410,000); HepG2 CAGA-GFP viability, ATP luminescence, 18 h; AID 588856, 2011; note: potency is the fitted concentration of half-maximal effect; some results filed as inactive show a strong effect at the top dose
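HepG2 CAGA-GFP cells (1000/well, DMEM with 1% FBS) received compound, then TGF-beta at 500 pg/mL final, and were incubated 18 hours at 37 degrees C. Viability was read by CellTiter-Glo luminescence. Media-only wells were set as complete cell-killing and DMSO as no toxicity.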
TGFb SMAD3 inh: qHTS for Inhibitors of TGF-b. HepG2 CAGA-GFP TGF-b/SMAD3 reporter, GFP fluorescence, 18 h; TGF-beta stimulated, 500 pg/mL final. Potency, µM (doses to about 46.1 µM), without a hit: at the top dose activity, negative = inhibition, hits mostly inhibitors. actives 1.2% (n = 410,000). AID 588855, 2011; note: potency is the fitted concentration of half-maximal effect; % is set by controls: 0 for no effect and ±100 for the full control effect; nearly all actives have a fitted effect of over 65% in size
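GFP signal (ex488/em500-530) from TGF-beta-stimulated HEPG2 CAGA-GFP cells, 500 pg/mL final, 18 h at 37 degrees C in DMEM plus 1% FBS, normalized to unstimulated and DMSO-stimulated controls.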
A549 tox: Nrf2 qHTS screen for inhibitors: counterscreen for cytotoxicity. Potency, µM (titrated, usually from 46 µM), inactives show top-dose activity change, negative = cytotoxicity, usual class: inhibitors. actives 0.16% (n = 390,000). A549 ARE-Fluc cells, CellTiter-Fluor viability, 18-24 h. AID 504648, 2011; note: potency is the fitted concentration of half-maximal effect; % is set by controls: 0 for no effect and ±100 for the full control effect
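Cytotoxicity counterscreen: CellTiter-Fluor fluorescence was measured in A549 ARE_Fluc cells after 18-24 h of compound exposure in a concentration series. The subsequent BugLite luminescent read reports ARE-luciferase activity.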
pAkt inh: HTS Assay for Inhibitors of Akt Phophorylation: Primary Screen; Neuro2A IGF-stimulated pAkt S473 HTRF, 20 min; active compounds read low; activity change, % for hits at 50 µM; actives 0.32% (n = 360,000); in the data active = activity change below about -80%; inconclusive = mostly about -51% to -80%; note: % is set by controls: 0 for no effect and ±100 for the full control effect
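Neuro2A cells (4,500/well, DMEM with 0.5% FBS) were treated with compound at a single 50 µM final concentration, stimulated with 6 nM IGF for 20 min at 37 °C, and lysed. Phospho-Akt Ser473 was read by HTRF as 665/615 ratio ×10^4.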
CCT chaperon mod: High-Throughput Screening for Modulators of Cytosolic Chaperonin Activity | purified chaperonin ATPase assay, HTRF ADP detection, 30 min | activity change, % (concentration not given with the values), hits read low | actives 0.3% (n = 360,000); in the data active = activity change below about -30%; note: % is set by controls: 0 for no effect and ±100 for the full control effect
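We incubate TRiC, 40 or 20 nM final, with library compounds at 76 uM and 10 uM ATP for 30 min at 37 °C. ADP formed is detected with Transcreener HTRF reagents after 30 min at room temperature.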
MmCpn inh: Inhibitors of TCP-1 ring complex (TRiC) of Methanococcus maripaludis (MmCpn): qHTS. Chaperonin Mm-Cpn (Methanococcus maripaludis). purified Mm-Cpn ATPase, ADP Transcreener TR-FRET. Potency, µM (top dose mostly 76.9 µM), inactives show top-dose activity, negative = inhibition, hits mostly inhibitors. actives 0.031% (n = 330,000). AID 504842, 2011; note: potency is the fitted concentration of half-maximal effect; % is set by controls: 0 for no effect and ±100 for the full control effect; nearly all actives have a fitted effect of over 80% in size
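ATP (10 uM final) was added to archaeal chaperonin (25 nM final) after 10 min exposure to test compound at 37°C; after 30 min further incubation, ADP was detected by competitive TR-FRET.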
An asterisk follows results filed as active; i = inactive; u = inconclusive; x = no result given; & = joins results of further samples. Unless noted, calls come from the whole dose curve; as a rule, active = well fitted curve in the direction sought with a large enough effect; inconclusive = small, poorly fitted or top-dose-only effect, or another doubt; inactive = no such curve, though single readings can be large; an effect the other way counts as inactive or inconclusive. Rows are unselected; about 4.4% have a hit in one of these screens.

Order of values – Nrf2 activator, Nrf2 inh, S2 tox, HepG2 viability, TGFb SMAD3 inh, A549 tox, pAkt inh, CCT chaperon mod, MmCpn inh
- CCN(CC)S(=O)(=O)c1cccc(C(=O)OCC(=O)Nc2ccccc2OC(F)F)c1
  0.1%, 1%, i, -19%, -6%, 1%, i, -1.1, 0%
- Cc1ccc(C(=O)COC(=O)COc2ccccc2O)cc1C
  -0.9%, 1%, i, -19%, 13%, -7%, i, 0.8, 0%
- O=C(COC(=O)CNC(=O)c1ccccc1F)NCCC1=CCCCC1
  0.4%, 10%, i, 13%, 5%, 1%, i, -0.1, -4%
- CN(CC(=O)O/N=C(\N)c1ccc(Br)cc1)S(=O)(=O)c1ccccc1
  0.1%, -1%, i, -23%, -3%, 13%, i, -2.4, 0%
- O=c1ccc2cc(S(=O)(=O)N3CCN(c4ccccc4F)CC3)ccc2[nH]1
  0.9%, u, i, -46%, u, -11%, i, 0.1, 1%
- Cc1nc2oc3c(=O)[nH]cnc3c2c2c1COC(C)(C)C2
  -1.1%, 8%, i, -13%, -11%, 12%, i, -2.4, -17%
- O=C(NC(=S)Nc1nc(-c2ccc([N+](=O)[O-])cc2)cs1)c1ccco1
  23%, 8%, i, 8%, u, 0%, i, -2.4, 0%
- O=c1c2c(nc(NCCO)n1CC1CCCCC1)-c1ccccc1CC21CCCC1
  4.0%, u, i, -104%, u, u, i, -1.3, 0%
- O=C(NCC1CCCO1)c1ccc(F)c2ccccc12 (stereo unspecified)
  0.3%, -12%, i, 1%, -9%, 2%, i, -1.6, 1%
- O=C(NCc1ccccn1)C1CCCN(Cc2cnn(-c3ccccc3)c2-n2cccc2)C1 (stereo unspecified)
  2.2%, 1%, i, -15%, -6%, -2%, -98%*, -3.3, 0%
- CCOC(=O)c1sc(NC(=O)CN(CC(C)C)CC(C)C)c(C(=O)OCC)c1C
  0.0%, 0%, i, -3%, 20%, -1%, i, -0.6, 0%
- NC(=O)C1CCN(c2nc(-c3ccccc3)nc3ccccc23)CC1
  u, u, i, -33%, 0%, -23%, i, 2.4, 2%
- CC(=O)OC(C(=O)Nc1nncs1)c1ccccc1 (stereo unspecified)
  -0.2%, x, i, -3%, 4%, x, i, -1.3, x
- O=C(Nc1ccc(O)c(-c2nc3ccccc3o2)c1)C1(c2ccc([N+](=O)[O-])cc2)CCCC1
  1.6%, 9%, i, -3%, -33%, -4%, i, -0.7, 0%
- Cc1nc2ccccn2c1C(=O)CSc1ccccc1Cl
  4.0%, x, i, -20%, -1%, -4%, i, -2.2, 1%
- CN(CCOc1ccccc1)C(=O)c1cc([N+](=O)[O-])ccc1N1CCOCC1
  -0.6%, -6%, i, 4%, -22%, -17%, i, -3.1, -1%
- CC1CCC(NC(=O)CN2CCN(S(=O)(=O)c3ccc(Br)s3)CC2)CC1 (stereo unspecified)
  0.1%, x, i, -23%, -13%, x, i, -1.7, x
- O=C(O)CC1NC(=O)N(c2ccc(Cl)cc2)C1=O (stereo unspecified)
  -0.6%, 19%, u, -12%, 13%, 6%, i, -8.8, 2%
- O=C(NN1C(=O)/C(=C\c2ccc(O)c([N+](=O)[O-])c2)SC1=S)c1ccccc1Cl
  -0.1%, u, u, -64%, -9%, u, i, -1.8, -7%
- CCCC(=O)Oc1ccc(-c2nccc(C(OC)OC)n2)cc1
  -0.8%, u, i, 5%, 15%, -1%, i, -3.7, 0%
- CC1CN(C(=O)COC(=O)CSc2ccc(C(N)=O)cc2[N+](=O)[O-])CC(C)O1 (stereo unspecified)
  0.1%, 15%, i, -24%, -14%, -3%, i, -3.5, -1%
- C/C(=N/NC(=O)c1ccc2c(c1)OCO2)c1ccc(NC(=O)C(F)(F)F)cc1
  0.2%, u, u, 0%, -6%, -3%, i, 1.7, 0%
- O=C(O)C1CCCCC1C(=O)NCCc1ccc(Cl)cc1 (stereo unspecified)
  0.3%, x, i, 2%, 2%, 0%, i, -0.2, 0%
- COc1ccccc1C(=O)NCC(=O)NCCSc1ccc(Br)cc1
  3.3%, -26%, i, -6%, -5%, 17%, i, -2.3, 2%
- CC/C(=N\NC(=O)c1ccncc1)C12CC3CC(CC(C3)C1)C2
  -0.7%, 10%, i, -5%, -4%, -4%, i, 2.2, -1%
- CCN(c1ccc(OC)cc1)S(=O)(=O)c1nnc(NC(=O)CC(C)C)s1
  0.0%, -18%, i, -1%, -16%, 3%, i, -2.7, 1%
- COc1ccc(/C=N/NC(=O)c2cccc([N+](=O)[O-])c2)c2ccccc12
  7.6%, u, u, -18%, -6%, u, i, -0.8, -17%
- Cc1ccc(C)c(NC(=O)CCOc2ccccc2)c1
  -0.9%&-0.5%, -7%&2%, i, 11%&-12%, 0%&-3%, -8%&5%, i, 0.3, 2%
- COc1ccc(OC)c(-c2cc(C(=O)O)c3cc4ccccc4cc3n2)c1
  2.3%, x, i, -18%, -13%, x, i, 0.1, x
- Cc1ccc(CSc2nc3cccnc3n2Cc2ccc(C(=O)NCc3cccs3)cc2)cc1
  4.4%, 4%, x, -19%, -7%, -1%, x, x, x

(further entries)
structure	Nrf2 activator	Nrf2 inh	S2 tox	HepG2 viability	TGFb SMAD3 inh	A549 tox	pAkt inh	CCT chaperon mod	MmCpn inh
Cc1cccc(-n2cnc3cc(C(=O)NC4CCCCCC4)ccc32)c1	-0.5%	x	u	-27%	u	u	x	x	x
COc1ccccc1Oc1ccc2c(c1)C(=O)N(c1ccc(C)cc1)C2=O	3.7%	5%	i	-2%	-21%	9%	i	1.2	0%
COC(=O)Cc1nc2ccccc2[nH]1	7.2%	u	i	-16%	-11%	6%	x	-1.0	0%
CCOC(=O)C1=C(O)/C(=C/c2cc(C)n(-c3ccccc3)c2C)N=C1C	3.5%	3%	u	32%	-4%	-14%	i	-5.4	-2%
Cc1ccc(C)c(N2CCN(C(=O)CCCOc3cc(=O)n(C)c4ccccc34)CC2)c1	-0.1%	23µM*	u	-6%	-26%	u	i	-0.3	u
CCN(CC(=O)Nc1c(F)cccc1F)C(=O)C1Cc2ccccc2CN1S(=O)(=O)CC (stereo unspecified)	1.8%	6%	u	-16%	-15%	-14%	i	-3.8	0%
NC(=NCc1ccccc1)C(N=Nc1ccccc1)C(=O)NCc1ccccc1 (stereo unspecified)	4.8%	4%	u	-13%	-5%	-10%	i	-0.1	x
CC(C)c1ccc(NC(=O)C2C3C=CC4(CN(CCCN5CCOCC5)C(=O)C24)O3)cc1 (stereo unspecified)	0.1%	3%	i	-12%	4%	5%	i	1.0	0%
CCc1cccc(C)c1NC(=O)CN1C(=O)C2(SCC(=O)N2c2cccc(F)c2)c2ccccc21 (stereo unspecified)	-0.7%	-7%	i	3%	-5%	-3%	x	x	x
COc1ccc(NC(=O)COc2ccc(C(=O)OCC(=O)N(C)C3CCS(=O)(=O)C3)cc2OC)cc1 (stereo unspecified)	0.1%	-17%	i	-22%	-2%	-10%	i	-0.8	4%
Cc1ccc(NC(=O)CCn2c(=S)oc3ccccc32)cc1F	0.2%	-11%	i	1%	3%	-4%	i	0.4	0%
CCCCNc1ncnc2c1cnn2-c1ccc(C)cc1C	-0.3%	17%	i	-8%	-29%	-3%	i	-0.3	2%
Cc1ccc(C(=O)Oc2ccc(Cl)c3cccnc23)cc1[N+](=O)[O-]	5.5%	5%	i	-44%	11µM*	16%	i	0.2	-1%
CC1(C)CCC(=O)N(c2ccc(OC(F)(F)F)cc2)C1=O	0.3%	-15%	i	0%	0%	0%	i	-5.7	0%

Single records, as listed above. Order of screens: Nrf2 activator	Nrf2 inh	S2 tox	HepG2 viability	TGFb SMAD3 inh	A549 tox	pAkt inh	CCT chaperon mod	MmCpn inh
`Cc1ccc(C)c(N2CCN(C(=O)CCCOc3cc(=O)n(C)c4ccccc34)CC2)c1` in the list: -0.1%	23µM*	u	-6%	-26%	u	i	-0.3	u
`CC1(C)CCC(=O)N(c2ccc(OC(F)(F)F)cc2)C1=O` in the list: 0.3%	-15%	i	0%	0%	0%	i	-5.7	0%
`Cc1ccc(NC(=O)CCn2c(=S)oc3ccccc32)cc1F` in the list: 0.2%	-11%	i	1%	3%	-4%	i	0.4	0%
`CCCCNc1ncnc2c1cnn2-c1ccc(C)cc1C` in the list: -0.3%	17%	i	-8%	-29%	-3%	i	-0.3	2%
`COc1ccc(NC(=O)COc2ccc(C(=O)OCC(=O)N(C)C3CCS(=O)(=O)C3)cc2OC)cc1` (stereo unspecified) in the list: 0.1%	-17%	i	-22%	-2%	-10%	i	-0.8	4%
